TIM10 inh – TIM10 yeast growth inhibition; inhibition, % at 10 µM; S. cerevisiae TIM10 strain growth, BacTiter-Glo luminescence, 24 h; actives 1.4% (n = 330,000);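 active = inhibition of 40% or more at the single tested concentration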;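 also: wild-type TIM10 isogenic control strain grown at permissive 25 °C; 0% = DMSO yeast wells and 100% = minimal medium wells without yeast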
Mdm2 MdmX PPI – inhibitors of human Mdm2/MdmX interaction | SaOS-2 split-luciferase Mdm2/MdmX complementation, luminescence | inhibition, % at 8 µM | actives 3% (n = 330,000) | AID 485346;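 active = inhibition of at least 50% at 8 µM in the primary screen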
Target sequence (O15151 whole entry, looked up): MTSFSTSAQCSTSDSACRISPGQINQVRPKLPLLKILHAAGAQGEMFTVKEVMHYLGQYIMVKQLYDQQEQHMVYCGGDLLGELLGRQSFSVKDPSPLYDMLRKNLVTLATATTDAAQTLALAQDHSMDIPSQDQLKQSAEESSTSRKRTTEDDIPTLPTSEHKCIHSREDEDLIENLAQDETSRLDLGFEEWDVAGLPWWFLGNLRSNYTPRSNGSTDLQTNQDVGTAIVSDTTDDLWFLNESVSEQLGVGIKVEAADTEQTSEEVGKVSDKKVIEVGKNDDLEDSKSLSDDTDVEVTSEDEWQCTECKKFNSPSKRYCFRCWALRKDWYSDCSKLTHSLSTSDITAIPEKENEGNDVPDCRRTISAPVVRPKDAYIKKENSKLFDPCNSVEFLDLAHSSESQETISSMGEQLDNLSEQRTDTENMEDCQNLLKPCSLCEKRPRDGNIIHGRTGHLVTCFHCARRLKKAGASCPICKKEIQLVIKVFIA
Target sequence (Q00987 whole entry, looked up): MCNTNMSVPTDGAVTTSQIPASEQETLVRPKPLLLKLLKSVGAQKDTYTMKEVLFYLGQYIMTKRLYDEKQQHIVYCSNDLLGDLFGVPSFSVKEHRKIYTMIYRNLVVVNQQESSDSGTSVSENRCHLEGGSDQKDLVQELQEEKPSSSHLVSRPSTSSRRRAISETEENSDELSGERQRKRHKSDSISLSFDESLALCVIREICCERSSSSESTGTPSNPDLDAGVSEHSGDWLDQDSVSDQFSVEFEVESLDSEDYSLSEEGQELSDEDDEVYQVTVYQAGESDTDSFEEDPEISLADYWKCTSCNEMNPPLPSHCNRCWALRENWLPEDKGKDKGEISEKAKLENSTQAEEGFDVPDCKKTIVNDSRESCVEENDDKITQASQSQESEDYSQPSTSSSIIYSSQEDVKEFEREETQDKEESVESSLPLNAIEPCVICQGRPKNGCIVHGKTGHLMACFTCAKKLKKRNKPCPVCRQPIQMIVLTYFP
tim23-1 inh – growth inhibitors of tim23-1 mutant yeast; S. cerevisiae tim23-1 growth, BacTiter-Glo luminescence, 24 h; inhibition, % at 20 µM; actives 1.3% (n = 330,000);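 active = growth inhibition of the mutant yeast at or above 50%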;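 also: temperature-sensitive mutant grown at 25 °C; plate controls were DMSO-treated mutant yeast for no effect and medium wells lacking yeast for full effect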
CHOP UPR activ – activators of apoptotic arm of unfolded protein response (CHOP). actives 0.34% (n = 330,000). CHO-CHOP luciferase reporter, UPR activation, luminescence; percent of tunicamycin response over DMSO baseline. activation, % at 10 µM;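 active = at 10 µM dose, activation of 40% or more, normalized to positive control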;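 also: 100% = tunicamycin at 10 µg/mL and 0% = DMSO alone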
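System: CHO-CHOP luciferase reporter cell line | Buffer or medium: F12 medium containing 10% fetal bovine serum | Doses: One dose, 10 µM in 0.5% DMSO | Times: 6 h compound exposure at 37 °C after overnight seeding | Signal: Luciferase luminescence | Read-out: % activation vs tunicamycin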
UPR XBP1 act – activators of adaptive arm of unfolded protein response (XBP1) | CHO-XBP1 luciferase reporter, IRE1-XBP1 UPR activation, luminescence; percent of tunicamycin response, DMSO as zero | activation, % at 20 µM | actives 0.33% (n = 330,000);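 active = versus positive control, 20 µM dose yields 30% or more activation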;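 also: 100% = tunicamycin at 10 µg/mL and 0% = DMSO only wells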
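Material: CHO-XBP1 cells stably carrying IRE1-XBP1-driven luciferase reporter | Medium: F12 with 10% serum | Compound dosing: 20 µM single concentration, DMSO 1% | Incubation: Overnight seeding at 37 °C, 6 h compound treatment at 37 °C | Detection: Steady-Glo luminescence read | Read-out basis: % activation of reporter signal versus tunicamycin and DMSO controls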
NLRP3 yeast inh – inhibitors of NALP3 inflammasome in yeast. AID 2825. inhibition, % at 10 µM. Yeast reconstituted NLRP3/ASC/caspase-1, beta-gal luminescence, 24 h. actives 0.39% (n = 330,000);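 active = inhibition of 50% or more; inactive = inhibition below 50%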;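 also: plate controls were induced DMSO wells for no effect and uninduced yeast grown without galactose for full effect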
APJ agonist – activates the human apelin receptor APJ. activation, % at 20 µM. actives 0.11% (n = 330,000). AID 2520. CHO-K1 APJ PathHunter beta-arrestin, luminescence; 0% DMSO wells, 100% apelin. P35414;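 active = activation more than six SD over the plate average, tested at 20 µM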;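 also: 0% = DMSO alone and 100% = apelin-13 at 10 nM; some results filed as inactive read as strong as hits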
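Material: CHO-K1 APJ beta-arrestin complementation cell line; Input: cell density 1000 per well; Incubation: compound stimulation 90 min at 25 °C, detection 60 min; Signal: luminescence from split beta-galactosidase complementation, Galacton Star/Emerald II substrate; Controls: DMSO-only wells as negative, 10 nM Apelin-13 as positive control.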
NR3A LBD binder – modulates the human NR3A ligand-binding domain; NR3A LBD differential scanning fluorimetry, Tm shift; 0% = protein alone, 100% = glycine-bound protein; Tm shift relative to glycine control, % at 25 µM; actives 2.5% (n = 340,000); AID 1259313;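 active = melting temperature shift of at least 10% of the positive control shift, at one fixed dose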
tim10-1 inh – inhibits growth of tim10-1 mutant yeast; actives 2.2% (n = 330,000); inhibition, % at 20 µM; S. cerevisiae tim10-1 ts strain growth, BacTiter-Glo, 24 h; AID 463190;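 active = inhibition of at least 40%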;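 also: mutant grown at 25 °C; 0% = DMSO wells with yeast and 100% = wells holding no yeast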
An asterisk follows results filed as active; / = not tested or not shown.

SMILES	TIM10 inh	Mdm2 MdmX PPI	tim23-1 inh	CHOP UPR activ	UPR XBP1 act	NLRP3 yeast inh	APJ agonist	NR3A LBD binder	tim10-1 inh
Clc1ccc(Nc2nc(NCCN3CCOCC3)nc(N3CCOCC3)n2)cc1	-24	41	-5	5.0	-6	23	5	-1	4
Cc1ccc(C(=O)N2CC(C)OC(C)C2)cc1S(=O)(=O)N1CCCCC1 (stereo unspecified)	19	12	19	-0.2	-1	19	-3	0	19
Cc1nn(-c2ccc(F)cc2)c2sc(C(=O)OC3CCOC3=O)cc12 (stereo unspecified)	-5	-9	16	-2.1	-3	8	1	-2	16
COC(=O)c1c(-c2ccc(C)cc2)csc1NC(=O)C1CC=CCC1C(=O)O (stereo unspecified)	-5	-9	7	2.5	2	18	-3	-1	9
CCOc1ccc(NC(=NCc2ccc3c(c2)OCO3)SC2CC(=O)N(c3ccccc3)C2=O)cc1 (stereo unspecified)	-1	60*	-21	0.8	-1	11	-2	5	11
Cc1ccc(S(=O)(=O)N2CCCCC2)c(C)c1NS(C)(=O)=O	-12	11	8	-1.2	-2	8	-2	-1	5
CC(CNC(=O)CCS(=O)(=O)c1ccc2c(c1)NC(=O)CO2)c1ccccc1 (stereo unspecified)	-5	3	-4	-1.3	0	13	3	0	4
CNC(=O)COc1ccc(Nc2nnc(-c3ccc(C)c(S(N)(=O)=O)c3)c3ccccc23)cc1	12	-21	18	-0.5	-4	8	-3	-5	9
FC(F)(F)c1cnc(N2CCCN(C(=S)Nc3ccccc3)CC2)c(Cl)c1	25	11	33	-1.1	1	1	0	1	30
CCn1nnc(NC(=S)NC(=O)c2ccc(-c3cccc(Cl)c3)o2)n1	35	7	41	1.5	7	36	-6	-1	35
Cc1cc(F)ccc1S(=O)(=O)Nc1c(C)n(C)n(-c2ccccc2)c1=O	12	-8	-9	0.7	1	23	-2	2	-18
CCOc1ccc(N(C(=O)c2ccc(S(=O)(=O)N3CCCC3)cc2)C2C=CS(=O)(=O)C2)cc1 (stereo unspecified)	13	8	14	-0.2	-3	14	-3	2	2
CN(C(=O)CSc1nnc(-c2cccc(F)c2)n1N)C1CCS(=O)(=O)C1 (stereo unspecified)	-12	-8	0	-0.7	-1	-13	-6	-2	7
N#CC(=C=[N-])C1=C(C#N)C(c2ccccc2F)C([n+]2ccccc2)C(O)(C2CC2)N1 (stereo unspecified)	8	-1	11	2.1	-3	12	-2	0	16
Nn1c(SCc2ccc(F)cc2)nnc1-c1ccncc1	-7	2	-6	-0.6	4	6	-4	-1	-1
O=C(Nc1ccccn1)c1cccc(S(=O)(=O)N2CCCc3ccccc32)c1	0	8	37	-2.3	-1	18	-3	3	-27
CC(=O)c1ccc(N2CCN(C(=O)c3ccc(C(=O)c4ccccc4)cc3)CC2)cc1	3	-5	-15	1.2	-2	2	4	2	-7
CC(=O)c1sc(N/N=C2\CC3CCC2(C)C3(C)C)nc1C (stereo unspecified)	26	2	30	-0.2	-3	13	-3	0	43*
Cc1ccc2c(c1)N(CC(=O)NCCCN1CCN(C)CC1)C(=O)CO2	-5	-35	-3	1.0	3	3	-2	0	-3
COc1cccc(-c2ccc(SCC(=O)NC3CCCC3)nn2)c1	13	-2	19	-0.7	-3	-18	3	1	19
CCCCNc1nc(C)c(C(C)=O)cc1C#N	-23	30	1	0.5	-2	-2	-2	1	-7
COc1cccc(NC(=O)CSc2nc3c(sc4ccccc43)c(=O)n2CCN(C)C)c1	1	-12	15	0.5	0	26	1	-3	10
Cc1cc(C)nc(NC(=O)c2cnc3sccn3c2=O)n1	-5	12	-9	-2.4	-1	10	-2	0	-1
COc1ccc(NC(=O)c2cc3c(=O)n4ccccc4nc3n2C)cc1OC	11	24	7	1.8	3	-2	0	1	8
COC(=O)C1=C(C)N(Cc2ccccc2)C(=NCc2cccc(C(F)(F)F)c2)N[C@H]1c1cccc(F)c1	20	95*	10	12	9	14	4	-37	1

The last 4 records of the part before lead into the next:
SMILES	TIM10 inh	Mdm2 MdmX PPI	tim23-1 inh	CHOP UPR activ	UPR XBP1 act	NLRP3 yeast inh	APJ agonist	NR3A LBD binder	tim10-1 inh
COc1cccc(NC(=O)CSc2nc3c(sc4ccccc43)c(=O)n2CCN(C)C)c1	1	-12	15	0.5	0	26	1	-3	10
Cc1cc(C)nc(NC(=O)c2cnc3sccn3c2=O)n1	-5	12	-9	-2.4	-1	10	-2	0	-1
COc1ccc(NC(=O)c2cc3c(=O)n4ccccc4nc3n2C)cc1OC	11	24	7	1.8	3	-2	0	1	8
COC(=O)C1=C(C)N(Cc2ccccc2)C(=NCc2cccc(C(F)(F)F)c2)N[C@H]1c1cccc(F)c1	20	95*	10	12	9	14	4	-37	1
O=C1OC(CN2CCOCC2)CN1N=Cc1ccc([N+](=O)[O-])o1 (stereo unspecified)	-3	5	17	0.8	-5	20	5	2	14
CC1=NN(C(=O)CSCc2ccccc2)C(O)(c2ccccc2)C1 (stereo unspecified)	7	6	12	-0.7	1	-7	-4	-1	6
CC(C)(C)NC(=S)NCc1ccco1	16	13	1	1.4	4	14	-1	-11	9
Cc1ccc(CN(C)c2nc(-c3cccnc3)nc3ccccc23)o1	-5	24	17	1.6	0	24	-2	-1	-14
Cc1ccccc1C(=O)O	-2	18	-9	2.2	0	16	-1	0	-14
CC(C)NS(=O)(=O)c1ccc(CCC(=O)NCc2ccc3c(c2)OCO3)cc1	0	14	2	-1.6	-5	20	0	-1	-16
CCCCn1c(=O)[nH]c(=O)c2c1nc(-c1ccc(C)c([N+](=O)[O-])c1)n2CC	9	37	3	0.9	7	18	1	1	40
Cc1ccc(S(=O)(=O)N2CCOCC2)cc1C(=O)NCc1ccc(F)cc1	6	7	1	1.1	0	12	2	1	9
Cc1cc(C)n(Cc2cnc(N3CCOCC3)s2)n1	4	-27	-12	0.5	0	0	-3	0	11
COc1cccc(C(=O)NCC(=O)N/N=C/c2c(C)[nH]c3ccccc23)c1	7	17	-15	-1.7	-5	-1	6	-2	-1
N#Cc1c(-c2ccccc2)c(-c2ccccc2)nn(CC(=O)NNC(=O)Nc2ccc(Cl)c(Cl)c2)c1=O	14	63*	19	1.7	12	11	-4	10	23
O=S(=O)(c1ccc(Cl)cc1)N1CCN2CCCC2C1 (stereo unspecified)	-10	9	7	-1.0	-2	7	-1	-1	6
CCOC(=O)c1[nH]c(C)c(C(=O)OCC(=O)N2CCCCC2C)c1C (stereo unspecified)	22	-6	12	1.3	0	-16	-5	-2	16
CCOC(=O)C1=CN(Cc2ccco2)S(=O)(=O)N(C)C1c1ccc2ccccc2c1 (stereo unspecified)	7	19	45	1.1	-3	/	/	-1	19
CCOc1ccc(CCNC(=O)c2ccc(F)c(S(=O)(=O)N3CCOCC3)c2)cc1OCC	0	21	-8	1.5	-9	16	-2	0	4
COCCC(C(=O)Oc1c(C(C)(C)C)cc(C)cc1C(C)(C)C)c1ccccc1 (stereo unspecified)	14	5	17	-2.5	-4	-8	1	-1	18
CC(=O)c1cccc(NC(=O)C(=O)c2cn(CC(=O)N3CCCCC3)c3ccccc23)c1	11	1	-2	4.0	-1	19	1	4	14
CC1CCN(C(=O)c2ccc(SCc3ccccc3F)c([N+](=O)[O-])c2)CC1	29	7	27	1.0	-2	13	-1	-1	20
Cn1c(Cc2ccccc2)nnc1SCC(=O)Nc1cccc(S(=O)(=O)NC2=NCCCCC2)c1	-9	-6	9	5.9	-1	-2	1	2	8
Nc1cccc(-c2nc3ccc(N)cc3s2)c1	7	-76	7	-6.7	-5	-9	7	-2	6
COC(=O)Cc1ccc(NC(=S)NN2CCOCC2)cc1	-1	11	19	13	-1	16	1	3	-18
Cc1cccc2nc(C(F)(F)F)nc(=O)n12	-2	14	3	-3.2	-5	16	0	1	8
Cc1cc(=O)oc(C)c1C(=O)NCc1ccco1	-3	10	1	0.3	-1	19	-7	0	11
CC(C)(C)C(=O)N1CCN(c2ncccc2C(F)(F)F)CC1	20	-21	25	0.4	3	20	0	-1	18
COc1cccc(N2C(=O)C3CCCN3C2c2ccc(Cl)cc2)c1 (stereo unspecified)	-8	-3	23	-1.9	1	14	3	-2	14
O=C(Nc1cnn(Cc2ccc(Cl)c(Cl)c2)c1)C12CC3CC(CC(C3)C1)C2	56*	48	22	1.9	2	20	-3	-2	36
COCCN(C(=O)c1ccc2ccccc2c1)c1c(N)n(Cc2ccccc2)c(=O)[nH]c1=O	-4	-11	30	0.3	-3	-4	-5	-2	21

7 compounds from above, ordered by length of the SMILES, falling.
SMILES	TIM10 inh	Mdm2 MdmX PPI	tim23-1 inh	CHOP UPR activ	UPR XBP1 act	NLRP3 yeast inh	APJ agonist	NR3A LBD binder	tim10-1 inh
CCCCn1c(=O)[nH]c(=O)c2c1nc(-c1ccc(C)c([N+](=O)[O-])c1)n2CC	9	37	3	0.9	7	18	1	1	40
COCCC(C(=O)Oc1c(C(C)(C)C)cc(C)cc1C(C)(C)C)c1ccccc1 (stereo unspecified)	14	5	17	-2.5	-4	-8	1	-1	18
CC(C)NS(=O)(=O)c1ccc(CCC(=O)NCc2ccc3c(c2)OCO3)cc1	0	14	2	-1.6	-5	20	0	-1	-16
O=C1OC(CN2CCOCC2)CN1N=Cc1ccc([N+](=O)[O-])o1 (stereo unspecified)	-3	5	17	0.8	-5	20	5	2	14
COc1cccc(N2C(=O)C3CCCN3C2c2ccc(Cl)cc2)c1 (stereo unspecified)	-8	-3	23	-1.9	1	14	3	-2	14
COC(=O)Cc1ccc(NC(=S)NN2CCOCC2)cc1	-1	11	19	13	-1	16	1	3	-18
Cc1ccccc1C(=O)O	-2	18	-9	2.2	0	16	-1	0	-14
